Assay outcomes from PubChem BioAssay.
IDH1 R132H inh: blocks human mutant IDH1 R132H enzyme; O75874; IDH1-R132H enzyme, NADPH consumption, diaphorase/resazurin fluorescence; Potency, µM (series often up to 76.6 µM), for inactives: at the highest dose activity change, negative = inhibition, actives largely listed as inhibitors; 390,000 tested, 0.093% active; also: % is scaled to controls: 0 for no effect and ±100 for the full control effect; nearly all actives have a fitted effect of over 65% in size
Target sequence (O75874 whole entry R132H, stated change not applied): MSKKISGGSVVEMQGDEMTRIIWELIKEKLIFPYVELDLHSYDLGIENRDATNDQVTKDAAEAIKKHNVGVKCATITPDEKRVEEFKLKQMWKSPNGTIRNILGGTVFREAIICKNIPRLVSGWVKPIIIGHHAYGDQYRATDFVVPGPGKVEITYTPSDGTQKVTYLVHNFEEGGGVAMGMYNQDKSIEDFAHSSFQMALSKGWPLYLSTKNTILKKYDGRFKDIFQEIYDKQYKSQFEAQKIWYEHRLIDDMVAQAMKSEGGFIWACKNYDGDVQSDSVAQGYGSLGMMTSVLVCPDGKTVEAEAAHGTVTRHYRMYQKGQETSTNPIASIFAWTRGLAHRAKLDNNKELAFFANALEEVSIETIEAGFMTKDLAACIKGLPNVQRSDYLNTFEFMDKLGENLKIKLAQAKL
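IDH1-R132H (0.5 ug/mL) preincubated 30 min with compound, then NADPH (0.016 mM) and alpha-KG (2 mM) added; 80 min at RT, pH 7.5. Remaining NADPH coupled via diaphorase/resazurin to fluorescence (540/590 nm); concentration-response curves normalized to no-enzyme control.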
Vif-APOBEC3G blk: inhibitors of Vif-APOBEC3G interaction | Q9HC16 | HeLa A3G-eYFP + Vif (tagged APOBEC3G with the HIV-1 protein that degrades it), YFP fluorescence, overnight | Potency, µM (highest dose often 46.1 µM), without a hit: at the top dose activity, negative = active, most hits filed as inhibitors | 410,000 tested, 0.076% active | AID 602310;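 also: % is scaled to controls: 0 for no effect and ±100 for the full control effect; nearly all actives have a fitted effect of over 60% in size; hits raise eYFP signal because A3G escapes Vif-driven loss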
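Read-out is eYFP fluorescence (Ex 488/Em 500-530) from Vif-expressing HeLa A3G-eYFP cells; more signal means A3G escaped Vif-mediated degradation. Cells plated overnight, compound pinned in, incubated overnight at 37 deg C.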
ALOX12 inh: blocks human arachidonate 12S-lipoxygenase; purified 12hLO, xylenol orange hydroperoxide absorbance; Potency, µM (doses to about 108 µM), for the others: at the top dose activity change, negative = inhibition, actives largely listed as inhibitors; P18054; 580,000 tested, 1.1% active; also: % is scaled to controls: 0 for no effect and ±100 for the full control effect
Target sequence (P18054 whole entry, looked up): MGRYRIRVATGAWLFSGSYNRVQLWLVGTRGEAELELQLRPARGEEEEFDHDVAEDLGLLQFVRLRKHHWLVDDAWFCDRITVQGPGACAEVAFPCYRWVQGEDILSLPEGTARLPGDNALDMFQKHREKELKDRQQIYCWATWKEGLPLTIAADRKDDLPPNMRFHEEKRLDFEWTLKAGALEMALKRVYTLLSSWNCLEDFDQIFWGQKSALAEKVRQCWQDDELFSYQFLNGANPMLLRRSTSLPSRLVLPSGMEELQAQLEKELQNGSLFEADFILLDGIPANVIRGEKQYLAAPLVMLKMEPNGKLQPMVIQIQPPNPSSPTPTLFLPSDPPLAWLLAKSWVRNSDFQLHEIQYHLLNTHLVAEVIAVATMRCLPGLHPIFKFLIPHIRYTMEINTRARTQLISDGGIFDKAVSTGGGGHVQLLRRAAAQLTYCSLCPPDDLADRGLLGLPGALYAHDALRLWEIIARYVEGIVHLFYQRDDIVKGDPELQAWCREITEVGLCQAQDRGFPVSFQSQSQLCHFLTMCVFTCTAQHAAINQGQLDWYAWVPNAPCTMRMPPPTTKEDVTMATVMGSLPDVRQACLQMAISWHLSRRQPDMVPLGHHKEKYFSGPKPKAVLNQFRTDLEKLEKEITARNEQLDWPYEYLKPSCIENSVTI
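Hydroperoxide product was detected by ferrous iron/xylenol orange as the 573 to 405 nm absorbance ratio. Arachidonic acid at 40 uM (final) was turned over for 30 min at room temperature by 150 nM human 12hLO, pH 7.0 Hepes buffer, after 15 min compound preincubation.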
Vif-APOBEC3F blk: inhibitors of Vif-A3F interaction | HeLa A3F-eYFP + Vif (tagged APOBEC3F with the HIV-1 protein that degrades it), YFP fluorescence increase | Potency, µM (series often up to 46.1 µM), for the others: at the highest dose activity, negative = active | 390,000 tested, 0.2% active; also: % of control where 0% means no effect; nearly all actives have a fitted effect of over 65% in size
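HeLa cells stably expressing A3F-eYFP plus Vif, plated and incubated overnight at 37 deg C, then exposed to compounds overnight at 37 deg C. Blocked degradation read as raised yellow fluorescence (Ex 488/Em 500-530).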
TrxR1 substrate: substrates of rat thioredoxin reductase 1; O89049; purified TrxR1 substrate turnover, NADPH consumption readout; Potency, µM (titrated, usually from 114 µM), inactives show top-dose activity change, negative = substrate turnover; 390,000 tested, 0.01% active; AID 588456; also: % is scaled to controls: 0 for no effect and ±100 for the full control effect; nearly all actives have a fitted effect of over 50% in size
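Rat TrxR1, dispensed at 90 nM, was prereduced with 400 uM NADPH (final) for 5 min at ~22 deg C, then incubated with compound 15 min before 400 uM selenite. A first-read NADPH fluorescence drop versus no-compound background flagged substrates.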
RGS4 inh: blocks human RGS4-accelerated GTP hydrolysis. P49798. Transcreener GDP fluorescence polarization, RGS4-accelerated GTP hydrolysis. Potency, µM (top dose mostly 114 µM), for inactives: at the top dose activity change, negative = inhibition, usual class: inhibitors. 390,000 tested, 0.039% active. AID 504845; also: % is scaled to controls: 0 for no effect and ±100 for the full control effect; nearly all actives have a fitted effect of over 75% in size; some results filed as inactive show a strong effect at the top dose
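MLSMR compounds (23 nl, pin-transferred) preincubated 10 min at room temperature with a 500nM (2x) first reagent, then RGS4 at 900nM (2x) plus Transcreener GDP mix added; fluorescence polarization (620/688 nm) read before and after 90 min at 30 °C.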
USP1 inh: inhibitors of human USP1/UAF1 deubiquitinase; O94782; recombinant USP1/UAF1, Ub-Rhodamine cleavage fluorescence; Potency, µM (doses to about 57.1 µM), without a hit: at the top dose activity change, negative = inhibition, hits mostly inhibitors; 390,000 tested, 0.23% active; also: % is scaled to controls: 0 for no effect and ±100 for the full control effect; nearly all actives have a fitted effect of over 60% in size; inactives centre near -12
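USP1/UAF1 complex at 1 nM was preincubated with compound for 15 min at room temperature, then Ub-Rho substrate (150nM final) was added. Fluorescence (480/540 nm) was read kinetically, 6 reads every 60 seconds.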
RXFP1 ag: activates the human relaxin receptor RXFP1. Potency, µM (top dose mostly 57.5 µM), inactives show at the top dose activation, actives largely listed as activators. 370,000 tested, 0.3% active. AID 2676. HEK293T-RXFP1 cAMP TR-FRET, 30 min; response scale: percent of porcine relaxin response, buffer zero. Q9HBX9; also: % is scaled to controls: 0 for no effect and ±100 for the full control effect; nearly all actives have a fitted effect of over 60% in size; many of its hits are not listed in these tables
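HEK293T cells stably expressing RXFP1 were pretreated with the PDE4 inhibitor Ro 20174, exposed to compounds for 30 min at 37C, lysed, and cAMP was read by TR-FRET. Data normalized to buffer (basal) and 29 nM porcine relaxin (100%).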
TrxR1 inh: blocks rat thioredoxin reductase 1 | recombinant rTrxR1, NADPH fluorescence consumption, selenite substrate | O89049 | AID 588453 | 390,000 tested, 1% active | Potency, µM (series often up to 114 µM), without a hit: at the top dose activity change, negative = inhibition, usual class: inhibitors; also: % is scaled to controls: 0 for no effect and ±100 for the full control effect; nearly all actives have a fitted effect of over 65% in size
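Rat TrxR1 (90 nM in the dispensed reagent) was pre-reduced with 400 uM NADPH for 5 min at room temperature, then incubated with compound for 15 min. After 400 uM selenite was added, NADPH fluorescence (Ex 340/Em 450 nm) was followed for 8 min.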
An asterisk follows results filed as active; ? = inconclusive; nt = not tested or not shown; [ ] = dose if it differs, or a comment. Calls follow the shape of the dose curve; as a rule, active = well fitted curve in the direction sought with a large enough effect; inconclusive = small, poorly fitted or top-dose-only effect, or another doubt; inactive = no such curve, though single readings can be large; an effect the other way counts as inactive or inconclusive. Potency is read from the fitted curve at half-maximal effect. Only part of the results is shown; the hit share may differ from the screen's.

Values run as follows: IDH1 R132H inh	Vif-APOBEC3G blk	ALOX12 inh	Vif-APOBEC3F blk	TrxR1 substrate	RGS4 inh	USP1 inh	RXFP1 ag	TrxR1 inh
> CCOC(=O)CCNC(=O)N1CCCC(N(C)CCc2ccccc2)C1 (configuration not stated)
    -4%	3%	5%	4%	6%	-15%	-22%	-1.4%	38%[activator]
> CCc1cccc(NC(=O)Cc2ccc([N+](=O)[O-])cc2)c1
    9%	-5%	-8%	-7%	3%	20%	-10%	1.6%	14%
> Cc1ccccc1CN(CC1CCC(C(=O)O)CC1)C(=S)Nc1ccccc1F (configuration not stated)
    -7%	-1%	-15%	1%	0%	1%	-9%	0.3%	9%
> Cc1cccn2c(=O)c(C=O)c(N3CCN(C)CC3)nc12
    4%	0%	-3%	-2%	5%[57.1 µM]	3%	-7%	16%	15%[57.1 µM]
> O=C(Nc1nccs1)c1ccc(COc2ccccc2Cl)o1
    4%	0%	14%	3%	2%[57.1 µM]	-6%	-20%	1.0%	6%[57.1 µM]
> Cc1nnc(SCC(=O)Nc2cccc(Br)c2)s1
    12%	-1%	3%	7%	4%	9%	-14%	-0.5%	25%
> O=C(COc1cc(F)ccc1[N+](=O)[O-])Nc1ccc(N2CCCCC2)cc1
    -1%	-6%	-33%	?	-1%	45%	-5%	-0.6%	15%
> CC(C)(C)c1ccc(-n2nc(C#N)c(Cl)cc2=O)cc1
    -6%	?	-3%	-2%	4%[57.1 µM]	-19%	?	1.4%	16µM*
> O=C(CC1N=C2c3ccccc3N=C(SCc3ccccc3Cl)N2C1=O)NCCc1ccccc1 (configuration not stated)
    17%	-2%	-23%	-2%	8%[57.1 µM]	-20%	?	5.0%	14%[57.1 µM]
> CC(=O)c1ccccc1NC(=O)C1CC(=O)N(c2ccc3c(c2)OCCO3)C1 (configuration not stated)
    3%	-4%	337%[activator]	3%	0%	2%	2%	1.5%	4%
> COc1ccc(N=Cc2c(O)c3ccccc3n2C(C)=O)cc1
    17%	13µM*	-10%	13µM*	0%	-10%	?	8.3%	-19%
> COCCNC(=S)NNc1ccccc1[N+](=O)[O-]
    2%	2%	?	-9%	1%[57.1 µM]	-27%	6%	0.0%	-12%[57.1 µM]
> CSCC[C@H](NC(=O)[C@@H]1Cc2ccccc2CN1)C(=O)Nc1ccc2c(c1)OCCO2
    -8%	-4%	0%	0%	5%[57.1 µM]	0%[56.9 µM]	-20%	-3.0%	14%[57.1 µM]
> Cc1nn(CC2CC2)c(=O)n1N(C)c1ncc(C(F)(F)F)cc1Cl
    -3%	2%	6%	-5%	13%[57.1 µM]	-37%	-7%	1.2%	39%[activator][57.1 µM]
> CC(O)CNc1nc2c(c(=O)n(C)c(=O)n2C)n1Cc1cccc(C(F)(F)F)c1 (configuration not stated)
    5%	2%	0%	nt	3%	32%	3%	4.3%	20%
> CCS(=O)(=O)N1CCCC(C(=O)NCc2ccccc2Cl)C1 (configuration not stated)
    4%	1%	-2%	4%	-3%	4%	-17%	-0.5%	6%
> CC(=O)Nc1ccc(NC(=O)CS(=O)(=O)c2cn(CC(=O)N3CCCCC3)c3ccccc23)cc1
    -1%	1%	483%[activator]	2%	4%	-6%	-12%	nt	-6%
> Cc1cnc(C(=O)OCC(=O)NC2CCCC(C)C2C)cn1 (configuration not stated)
    -3%	-2%	0%	-6%	0%	-1%	-18%	-0.2%	7%
> O=C(CSc1nc2ccccc2[nH]1)c1cccs1
    1%	3%	?	6%	-3%	-36%	5%	0.3%	-16%
> C/C(=N\Nc1nc(C)cc(-c2ccccc2)n1)c1ccc(O)cc1
    2%	-2%	9%	-1%	-4%	-17%	-17%	-0.2%	-4%
> COc1ccc2c(c1)c1nc3n(c(=O)c1n2CC(=O)Nc1ccccc1)CCS3
    7%	2%	-27%	0%	-6%	17%	0%	?	12%
> CCCCNC(=O)c1nn2c(C(F)(F)F)cc(-c3ccccc3)nc2c1Br
    -11%	-1%	-17%	0%	0%	8%	?	2.7%	19%
> COc1ccc(CCN2C(=O)CC(Cc3cccc(C)c3)C2=O)cc1OC (configuration not stated)
    -6%	6%	0%	3%	2%[57.1 µM]	4%	-18%	1.9%	13%[57.1 µM]
> Nc1ccc(-c2nc3ccccc3[nH]2)cc1
    -6%	1%	6%	-7%	153%[activator]	-12%	?	-1.4%	0%
> Cc1cc(C)c2ccc(=S)[nH]c2n1
    0%	-3%	?	3%	-3%[0.0914 µM]	?	-16%	0.1%	-3%
> CN(C)CCNC(=O)/C(=C/c1ccc(-c2ccc(Cl)cc2Cl)o1)NC(=O)c1ccccc1
    2%	4%	45µM*	-8%	5%	-1%	?	-0.9%	0%
> COC(=O)Cc1nc(NC(=O)c2cccs2)sc1C
    4%	-1%	nt	12%	7%[57.1 µM]	-5%	-13%	1.9%	-3%[57.1 µM]
> CC(=O)/C=C(\C)NCCNc1c(F)c(F)c(CO)c(F)c1F
    7%	0%	0%	2%	7%[57.1 µM]	23%	0%	-1.3%	14%[57.1 µM]
> COc1ccc2c(c1)CCc1c(C(=O)NCc3cccnc3)noc1-2
    3%	0%	12%	-1%	-3%	-23%	-11%	-1.7%	-21%
> O=C(NC1CCCCC1)C(c1ccc2ncccc2c1)N(Cc1ccc(F)cc1)C(=O)c1ccc2c(c1)OCCO2 (configuration not stated)
    -3%	0%	-14%	0%	5%	-14%	-16%	-2.6%	28%

Among those listed so far, 2 have bromine:
Values run as follows: IDH1 R132H inh	Vif-APOBEC3G blk	ALOX12 inh	Vif-APOBEC3F blk	TrxR1 substrate	RGS4 inh	USP1 inh	RXFP1 ag	TrxR1 inh
> Cc1nnc(SCC(=O)Nc2cccc(Br)c2)s1
    12%	-1%	3%	7%	4%	9%	-14%	-0.5%	25%
> CCCCNC(=O)c1nn2c(C(F)(F)F)cc(-c3ccccc3)nc2c1Br
    -11%	-1%	-17%	0%	0%	8%	?	2.7%	19%

The list goes on:
Values run as follows: IDH1 R132H inh	Vif-APOBEC3G blk	ALOX12 inh	Vif-APOBEC3F blk	TrxR1 substrate	RGS4 inh	USP1 inh	RXFP1 ag	TrxR1 inh
> CC1CCc2sc(C(=O)NCc3ccccn3)cc2C1 (configuration not stated)
    10%	2%	0%	-17%	-3%[57.1 µM]	-3%	-17%	0.2%	11%[57.1 µM]
> O=C(NCc1ccccc1)C1CCC(=O)N(CC2CCCCC2)C1 (configuration not stated)
    16%	4%	-30%	7%	-6%	7%	-20%	-1.4%	-16%
> CN1C=CC=C/C1=C1\SC(=S)N(Cc2ccccc2)C1=O
    -8%	-1%	-7%	18%	-12%	-24%	-12%	1.8%	-12%
> C=CCn1c(SCC(=O)Nc2cccc3ccccc23)nnc1-c1cnccn1
    -1%	0%	-20%	3%	-3%	24%	-18%	-2.4%	-2%
> COc1ccc2c(CC(=O)NC3CCCc4ccccc43)coc2c1 (configuration not stated)
    5%	-1%	-28%	-22%	-10%	3%	-8%	0.4%	-11%
> Cc1ccc(NC(=O)N2CCN(c3cc(-c4noc(C)n4)ccc3C)CC2)c(C)c1
    0%	1%	-14%	2%	5%[57.1 µM]	8%	0%	1.8%	22%[57.1 µM]
> O=C(CCn1nnc2ccccc21)N/N=C\Cc1ccccc1
    16%	-6%	-2%	-19%	-14%[57.1 µM]	-16%	-2%	1.6%	25%[57.1 µM]
> CCC(=O)OCC(=O)Nc1cc([N+](=O)[O-])ccc1OC
    3%	-1%	-11%	1%	4%[57.1 µM]	-54%	-11%	1.0%	10%[57.1 µM]
> O=C(COc1ccccc1F)NNC(=O)Cn1c(=O)cnc2ccccc21
    7%	1%	14%	2%	9%	-4%	-12%	0.9%	19%
> CCOc1cccc(/C=N/Nc2ccc(S(=O)(=O)N(CC)CC)cn2)c1O
    0%	-7%	20%	4%	-9%	5%	-9%	0.7%	3%
> C/C(N)=C(/C#N)C(=O)COC(=O)CSc1ccccc1
    17%	5%	0%	-2%	-1%	37%	1%	0.7%	-3%
> NNc1nnc(-c2ccccc2)c(-c2ccccc2)n1
    0%	-5%	-10%	-1%	-8%[57.1 µM]	-6%	-6%	0.1%	-10%[57.1 µM]
> C/C=C/C(=O)OCC(=O)Nc1cccc(F)c1
    4%	-1%	-10%	3%	6%	7%	-6%	1.5%	18%
> CC1Cc2cc(S(=O)(=O)N3CCCC(C(=O)N4CCCCC4)C3)ccc2N1C(=O)C1CC1 (configuration not stated)
    -7%	-1%	-1%	8%	3%	3%	-24%	1.5%	14%
> CN1CCCN(C(=O)C2CCC(C(=O)N3CCCN(C)CC3)CC2)CC1 (configuration not stated)
    -2%	2%	3%	-1%	5%[57.1 µM]	-14%	-7%	0.3%	14%
> Cc1ccc(OCC(=O)Nc2ccccc2C(=O)NC2CC2)cc1
    8%	0%	2%	-16%	-8%	6%	3%	-2.9%	-7%
> CSc1ncc(CNc2cc([N+](=O)[O-])ccc2C)c(N)n1
    nt	-7%	-8%	0%	-4%	14%	nt	nt	8%
> Cc1ccccc1C(=O)N1CCN(c2ccc(NC(=O)c3cccnc3Cl)cc2)CC1
    5%	1%	2%	-10%	0%[57.1 µM]	-28%	-14%	0.7%	26%[57.1 µM]
> Cc1ccc(S(=O)(=O)N2CCCOC2CNC(=O)C(=O)NCc2ccccn2)cc1 (configuration not stated)
    8%	1%	8%	-5%	-4%	-14%	-17%	3.2%	-7%
